High-throughput results: PubChem BioAssay, several laboratories
Rad51 HR inh: Rad51 (human) homologous recombination inhibition; Q06609; hRad51 DNA strand exchange, fluorescence dequenching; inhibition, % at 10 µM; actives 0.085% (n = 200,000);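 active = inhibition above 40% at the single screening dose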;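 note: 0% = DMSO control wells and 100% = blanks with heterologous ssDNA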
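material = hRad51 filaments on single-stranded DNA | reagent = Donor/quencher-labelled 47-bp dsDNA substrate | compound = 10 µM final, single point | schedule = strand-exchange reaction 15 min at room temperature | measured by = fluorescein emission 520 nm, excitation 485 nm | read-out basis = % inhibition versus plate control and blank means | benchmarks = plate controls and plate blanks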
14-3-3 Bad PPI: disrupts binding of bovine 14-3-3 zeta to phospho-Bad peptide; AID 781; actives 0.71% (n = 220,000); P63103; TR-FRET 14-3-3zeta/Dy647-pBad peptide displacement, 1 h; inhibition, % at 21.7 µM;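 active = inhibition above about 70%, limit read from the data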;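 note: 0% = full 14-3-3 plus peptide FRET controls and 100% = background without 14-3-3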
Target sequence (P63103 whole entry, looked up): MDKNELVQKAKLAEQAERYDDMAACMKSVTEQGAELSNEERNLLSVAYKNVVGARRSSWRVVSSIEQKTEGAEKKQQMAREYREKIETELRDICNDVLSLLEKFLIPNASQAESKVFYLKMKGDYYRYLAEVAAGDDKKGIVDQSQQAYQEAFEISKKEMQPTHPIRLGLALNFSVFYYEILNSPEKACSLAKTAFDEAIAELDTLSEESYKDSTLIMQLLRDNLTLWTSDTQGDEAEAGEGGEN
FXIIa inh: inhibitors of human coagulation factor XIIa; P00748; purified FXIIa, Boc-QGR-AMC fluorogenic substrate, 2 h; inhibition, % at 5 µM; actives 0.3% (n = 220,000); in the data active = inhibition above about 40%;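 note: 0% = enzyme with no compound and 100% = blank without enzyme; many of its hits are not listed in these tables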
Wee1 degr inh: human Wee1 degradation inhibition, primary screen. HeLa Luc-Wee1K328M stability, luciferase luminescence; 100% = proteasome inhibitor MG132 effect. reporter increase, % at 5 µM. P30291. actives 1.2% (n = 220,000). AID 1321;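 active = activation above the mean of all tested compounds plus 3 SD, set per screening run, cut at about 8.8% in these data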;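 note: cells exposed to compound for 20 h before luminescence read; 0% = DMSO alone and 100% = MG132 at 30 µM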
FXIa inh 1536: inhibitors of human coagulation factor XIa. purified FXIa, Boc-Glu-Ala-Arg-AMC fluorogenic substrate. inhibition, % at 5 µM. actives 0.14% (n = 220,000);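 active = inhibition of at least 40%; inactive = inhibition below 40%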;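 note: fluorescence of freed AMC excited at 355 nm; 0% = enzyme without compound and 100% = no enzyme blank; many of its hits are not listed in these tables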
eIF4E 4G PPI: inhibitors of eIF4E and eIF4G interaction in translation initiation; TR-FRET eIF4E-eIF4GI(517-606) binding, 2 h; inhibition, % at 21.7 µM; actives 0.37% (n = 220,000); P63073+Q04637; AID 782;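 active = inhibition above about 30%, limit read from the data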;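 note: 0% = full FRET control wells and 100% = background wells lacking eIF4GI fragment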
KLK5 inh: inhibitors of human kallikrein 5. recombinant hK5, fluorogenic AMC substrate cleavage. Q9Y337. actives 0.59% (n = 210,000). AID 873. inhibition, % at 5 µM;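 active = inhibition of 40% or more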;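 note: 0% = enzyme controls without compound and 100% = no-enzyme blanks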
Target sequence (Q9Y337 67-293 limits assumed): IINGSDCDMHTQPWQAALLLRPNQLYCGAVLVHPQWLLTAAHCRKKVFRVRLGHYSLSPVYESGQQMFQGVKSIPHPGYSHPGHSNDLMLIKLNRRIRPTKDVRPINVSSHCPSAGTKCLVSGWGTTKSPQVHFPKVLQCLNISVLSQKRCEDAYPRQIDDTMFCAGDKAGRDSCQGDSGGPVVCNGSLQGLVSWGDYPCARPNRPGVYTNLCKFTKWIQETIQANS
MDM2 E3 inh: Mdm2 E3 ligase (human) inhibition. actives 0.11% (n = 210,000). Q00987. cell-based MDM2 ubiquitination luciferase reporter, 2 h; 0 = plate control, 100 = twice control, blank-subtracted. signal enhancement, % at 5 µM;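 active = signal enhancement of 30% or more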;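 note: luminescence tracks abundance of the self-degrading MDM2-luciferase fusion protein; higher signal means inhibition of MDM2 E3 ligase activity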
Target sequence (Q00987 whole entry, looked up, the tested form may be a part): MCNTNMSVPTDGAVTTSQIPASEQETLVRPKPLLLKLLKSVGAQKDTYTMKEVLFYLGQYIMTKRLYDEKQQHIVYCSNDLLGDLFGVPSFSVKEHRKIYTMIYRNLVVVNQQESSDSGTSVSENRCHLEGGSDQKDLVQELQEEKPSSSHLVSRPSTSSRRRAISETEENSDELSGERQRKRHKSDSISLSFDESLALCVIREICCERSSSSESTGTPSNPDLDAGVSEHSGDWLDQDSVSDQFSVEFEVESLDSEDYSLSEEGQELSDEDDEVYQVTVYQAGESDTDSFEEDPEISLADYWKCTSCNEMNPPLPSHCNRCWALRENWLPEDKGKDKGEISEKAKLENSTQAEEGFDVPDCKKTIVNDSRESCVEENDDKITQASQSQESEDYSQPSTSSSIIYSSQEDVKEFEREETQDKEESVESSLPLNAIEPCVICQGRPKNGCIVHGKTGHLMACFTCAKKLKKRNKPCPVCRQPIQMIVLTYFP
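System: stable MDM2–luciferase fusion reporter cells / Input: 2000 cells seeded into each well / Schedule: 4 h settle plus 2 h compound, 37 °C / Compound: single-point 5 µM / Buffer or medium: cells held in DMEM / Benchmarks: control and blank well means / Evaluation: percent signal gain over controls, blank-subtracted / Measured by: luciferase luminescence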
p97 ATPase inh: human p97 ATPase inhibition; recombinant p97 ATPase, Kinase-Glo ATP luminescence, 3 h; inhibition, % at 8 µM; actives 0.42% (n = 220,000); in the data active = inhibition above about 15%;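 note: 0% = DMSO vehicle and 100% = wells lacking enzyme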
* = called active by the depositor; x = no result given; [ ] = another dose, or the depositor's remark.

entry	SMILES	Rad51 HR inh	14-3-3 Bad PPI	FXIIa inh	Wee1 degr inh	FXIa inh 1536	eIF4E 4G PPI	KLK5 inh	MDM2 E3 inh	p97 ATPase inh
1	O=c1[nH]c(SCc2ccccc2F)nc2ccccc12	-1	-1	1	0	-4	5	-2	2	4
2	O=C(NCCCn1ccnc1)c1cc(C(=O)C2CCCCC2)c[nH]1	2	-8	3	1	-1	0	-2	8	4
3	CC1CN(c2ccc([N+](=O)[O-])cc2C#N)CC(C)O1 (stereo not drawn)	19	-18	4	-2	-1	3	1	-23	5
4	COCCn1c(C23CC4CC(CC(C4)C2)C3)n[nH]c1=S	-2	-5	-1	0	-6	-1[fluorescence artefact?]	-13	8	2
5	COC(c1ccccc1)c1nnc(CCC(=O)N2CCN(CCOc3ccccc3)CC2)o1 (stereo not drawn)	11	-7	4	-3	0	-4	0	1	2
6	Cc1ccc(N=C2NC(=O)/C(=C/c3cccn3C)S2)cc1C	-13	-3	6	5	2	3	4	-11	-1
7	CSc1nc(-c2ccc(F)cc2)cc(=O)[nH]1	7	11	14	-2	7	2[fluorescence artefact?]	-9	-14	4
8	COc1cccc2sc(NNC(=O)c3nc4ccccc4s3)nc12	x	0[fluorescence artefact?]	9	1	8	-5	-81	x	7
9	CC(C)(C)NC(=O)CN(C(=O)CS(=O)CC(=O)Nc1ccc(F)cc1)c1ccc(Cl)cc1 (stereo not drawn)	3	-10[fluorescence artefact?]	11	8	-5	2	-22	-16	-3
10	CS(=O)(=O)Nc1ccc(C(=O)N2CCN(c3ccccc3F)CC2)cc1	3	9[fluorescence artefact?]	12	-1	-18	4[fluorescence artefact?]	11	-3	2
11	CCCCNC(=S)NNC(=O)c1c(C)nc2ccccn12	19	-14	4	0	-3	5	-7	-7	6
12	NS(=O)(=O)c1ccc(CCNCc2cc(Br)ccc2OCc2ccccc2F)cc1	-16	-2	2	4	0	0	x	-3	3
13	CC(=O)CSc1ncnc2c1cnn2-c1ccccc1	-6	7	13	2	7	-1	17	-26	-4
14	CCCCCn1c(N(C)Cc2ccccc2)nc2c1c(=O)[nH]c(=O)n2C	1	3	10	1	4	-6	1	-5	1
15	Cc1ccc(-c2nc(NC(=O)c3nn(C)cc3[N+](=O)[O-])sc2C)cc1C	x	-1[fluorescence artefact?]	11	3	4	-3	5	-5	-3
16	CCCCNc1nc2ccccc2n1CC(=O)N1CCc2ccccc2C1	0	6	16	0	0	4[fluorescence artefact?]	9	-3	-4
17	O=C1c2ccccc2NC(c2ccccn2)N1c1ccc(Cl)cc1 (stereo not drawn)	-14	-9	-1	-1	-8	-4	-8	2	5
18	Cc1ccc(/C=N/NC(=O)C(NC(=O)c2ccccc2)c2n[nH]c(=O)c3ccccc23)cc1 (stereo not drawn)	-5	6	17	2	2	-6	-4	-20	4
19	Cc1cc(Oc2ccccc2)nc(OCC#N)n1	-1	4	-8	1	-10	-5	-3	13	3
20	N#Cc1c(N)nc(N)nc1Nc1ccc(Br)cc1	13	-11	6	0	-2	-2	-3	-12	4
21	CCOC(=O)Nc1sc(NS(=O)(=O)c2ccccc2)nc1C	-1	5	13	0	4	-2	-22	-3	5
22	COc1ccc(C(c2c(O)nc(SC)n(C)c2=O)c2c(O)nc(SC)n(C)c2=O)cc1O	5	16	13	-3	10	0	-4	-7	6
23	O=C(NCc1ccco1)c1ccc2c(=O)n(CCC3=CCCCC3)c(=O)[nH]c2c1	-9	-3	8	-1	2	-1	-6	7	9
24	CCOC(=O)Nc1ccc2c(c1)N(C(=O)N1CCN(C)CC1)c1ccccc1CC2	0	2	2	0	-4	1	-1	-3	-1
25	CC(=O)Nc1cccc(/C(C)=N/Nc2nc3ccccc3s2)c1	-2	-8	5	3	-4	-2	-2	-3	3
26	Cc1ccnc(NC(=O)CCC(=O)N(CC(=O)NCCc2ccccc2)Cc2ccco2)c1	-5	-2	13	-1	0	8	32	0	-3
27	COc1cc(Cl)ccc1NC(=S)N(CCN(C)C)C(C)c1ccncc1 (stereo not drawn)	8	4	3	-3	-8	-2	-5	x	-2
28	O=c1cc(O)c(-c2ccccc2)c(Cl)[nH]1	-6	-7	1	0	-5	-1[fluorescence artefact?]	3	-20	6
29	COC(=O)CSc1nc(-c2ccccc2)cc(-c2ccco2)c1C#N	2	2	16	-3	3	-8	4	13	-4
30	Cc1ccc(C2N3CC4([N+](=O)[O-])CN2CC([N+](=O)[O-])(C3)C4(C)C)cc1 (stereo not drawn)	18	-4	9	8	4	-24	-10	-9	-5
31	O=C(O)c1cn(C2CCCCC2)c2ccccc2c1=O	8	3	7	3	-6	-6	4	-6	1
32	CCCOc1ccccc1NC(=O)c1ccc(N)cc1	1	-6	26	-4	12	-7[fluorescence artefact?]	-10	16	-1
33	CCCOc1ccc(NC(=O)CC2C(=O)N(C)C(=S)N2Cc2ccc3c(c2)OCO3)cc1 (stereo not drawn)	x	0	2	-3	-6	2	-21	-7	-4
34	O=S1(=O)C=CC(c2ccccc2)C1 (stereo not drawn)	16	6	6	1	0	2	1	-8	6
35	CCN1CCc2c(OCc3ccccc3)cccc2C1=O	-4	0	7	0	-3	1	2	-6	0
36	COc1ccc(C(C)=O)cc1COc1ccc(Cl)cc1Cl	-6	-3	13	0	4	1	1	-4	-16
37	CCc1nc(-c2ccc(-c3ccc(OC)cc3)nc2OC)no1	-1	17	9	0	1	2	-34	1	-5
38	CCC(C)NC(=O)c1cc(C)no1 (stereo not drawn)	-1	-4	6	1	-10	-6[fluorescence artefact?]	-24	-18	0
39	CCCCOc1cccc(/C=N/NC(=O)c2csc(C)c2C)c1	-2	3	10	2	4	-1	4	-7	0
40	O=C(O)CCCCCCNC(=O)c1cncc(O)c1	1	-1	0	-1	-7	-1	-3	1	5
41	CCOC(=O)N1CCC(Nc2c(NCCCN(CC)c3cccc(C)c3)c(=O)c2=O)CC1	-3	7	2	2	5	4	-5	-5	-2
42	CC(OC(=O)c1ccc(Cl)nc1)C(=O)NC(C)(C)C (stereo not drawn)	-9	-8	2	2	-5	-2	-15	-5	0
43	CCOC(=O)N1CCN(C(=O)c2ccc(N3C(=O)c4ccccc4C3=O)cc2)CC1	-7	-3	9	-1	19	-3	-13	-14	5
44	OCC1CCCN(c2ncnc3scc(-c4ccccc4)c23)C1 (stereo not drawn)	-2	0	1	0	-3	-3	-6	-16	5
45	O=C(NCc1ccccc1)c1csc2c1CCCCC2	-2	0	14	0	3	10	-10	-33	1
46	CC(C)CC(NC(N)=O)C(=O)OCC(=O)Nc1ccc(SC(F)F)cc1 (stereo not drawn)	17	-6	6	-2	-3	-2	0	-17	0
47	Cc1ccccc1-c1nnc(-c2ccc(Cl)cc2)o1	x	-3	-3	1	-7	2	2	6	0
48	CCN(CC)C(=O)C(=O)c1ccn(-c2c(C)csc2C(=O)OC)c1	-1	-9	0	0	-5	1	-12	-26	3
49	Cc1cccc(NC(=O)C2(c3ccccc3)CCOCC2)c1	x	-1	3	0	-3	2	-5	-2	-1
50	CCOC(=O)C1(Cc2cccc(Cl)c2)CCCN(CCO)C1 (stereo not drawn)	-1	-3	8	-2	-2	0	1	-8	1
51	CN(C)C(CNC(=O)NC1CCCCC1)c1cccnc1 (stereo not drawn)	-3	-1	10	-1	-2	-3[fluorescence artefact?]	-28	-22	1
52	COc1ccccc1C(=O)N/C(=C\c1ccccc1)C(=O)NC(C)C(=O)O (stereo not drawn)	x	-2	4	0	-2	-2	0	-7	4
53	COc1ccc2c(c1OC)C(=O)OC2Nc1ccccc1S(=O)(=O)C(F)F (stereo not drawn)	-2	-6	0	-2	6	3	16	-15	2
54	O=C(CCC1CCCN(C(=O)CCC(F)(F)F)C1)NCc1ccc(F)c(F)c1 (stereo not drawn)	3	11	11	-4	-2	-3	4	8	-1
55	C=CCSc1nnc(Cn2c(=O)sc3ccccc32)n1C	-6	4[fluorescence artefact?]	0	-1	-2	-4	-5	3	-3
56	Cc1cc(C)c([N+](=O)[O-])cc1-c1ccc(/C=N/NC(=O)c2nonc2N)o1	-1	x	25	0	24	x	0	-19	1
57	Cc1nc2nc(-c3cccnc3)[nH]n2c(=O)c1Cc1ccccc1	-9	5	18	1	7	0	-2	-12	2
58	CCN(CC)C(=O)Cn1cc(S(=O)(=O)CC(=O)Nc2ccc3c(c2)OCCO3)c2ccccc21	1	-10	8	4	-4	-3	-1	-10	0
59	O=C(CCN1C(=O)C2C3C=CC(C4CC34)C2C1=O)Oc1cccc2cccnc12 (stereo not drawn)	0	7[fluorescence artefact?]	10	0	-7	-1[fluorescence artefact?]	-10	-20	3
60	COc1ccc(CN2CCN(c3ccccn3)CC2)c(OC)c1	-34	59	13	-2	3	7	6	-9	1

Filtered by structure: the entries above containing bromine (two)
entry	SMILES	Rad51 HR inh	14-3-3 Bad PPI	FXIIa inh	Wee1 degr inh	FXIa inh 1536	eIF4E 4G PPI	KLK5 inh	MDM2 E3 inh	p97 ATPase inh
12	NS(=O)(=O)c1ccc(CCNCc2cc(Br)ccc2OCc2ccccc2F)cc1	-16	-2	2	4	0	0	x	-3	3
20	N#Cc1c(N)nc(N)nc1Nc1ccc(Br)cc1	13	-11	6	0	-2	-2	-3	-12	4

The listing continues.
entry	SMILES	Rad51 HR inh	14-3-3 Bad PPI	FXIIa inh	Wee1 degr inh	FXIa inh 1536	eIF4E 4G PPI	KLK5 inh	MDM2 E3 inh	p97 ATPase inh
61	Nc1nc(NCc2ccccc2)nc(-c2ccccc2)n1	-5	x	15	0	2	x	-4	-14	-1
62	CC1(C)Cc2c(C#N)c(NCCO)nc(-c3ccco3)c2CO1	6	-2	3	18*	5	3	-7	1	-3
63	Cc1c(C(=O)N2CCOCC2)oc2c1C(=O)CC(C)(C)C2	-8	-7	3	5	-3	1[fluorescence artefact?]	-32	-11	-4
64	CCOc1cc(/C=N/NC(=O)CNc2cccc(C)c2)ccc1OC(=O)c1ccccc1	3	-4	14	-2	14	0	-3	-5	3
65	CCOc1ccccc1Nc1cc(C)nc2nc(C)nn12	4	0	3	-2	-4	-1	1	-6	-1
66	O=C(NC1CCCCC1)c1ccc2c(=O)n(CC3CCCO3)c(=O)[nH]c2c1 (stereo not drawn)	-5	9	2	0	-3	1	-14	-7	4
67	O=C(Nc1ncc(Cc2ccccc2)s1)C1=NCCN1	29	-17	12	-2	0	0	-13	-18	2
68	O=C1CC(c2ccccc2)NC(=O)N1 (stereo not drawn)	19	-4	23	4	18	-2	-3	13	2
69	CC12C=CC(=O)C=C1CCC1C3CCC(O)(C(=O)CO)C3(C)CC3OC312 (stereo not drawn)	-2	-3	11	1	1	1	6	-4	-1
70	O=C(N/N=C/c1ccncc1)C1C2CCCCCCC21 (stereo not drawn)	x	0[fluorescence artefact?]	17	-3	8	1	-8	2	4
71	N#Cc1c(-c2ccccc2)nc(SCC(=O)N2c3ccccc3Sc3ccccc32)[nH]c1=O	x	4	4	0	0	6	0	-3	-10

With a hit mark in Wee1 degr inh, among the entries above:
No. | molecule | Rad51 HR inh | 14-3-3 Bad PPI | FXIIa inh | Wee1 degr inh | FXIa inh 1536 | eIF4E 4G PPI | KLK5 inh | p97 ATPase inh
62 | CC1(C)Cc2c(C#N)c(NCCO)nc(-c3ccco3)c2CO1 | 6 | -2 | 3 | 18* | 5 | 3 | -7 | -3
